# STK33 inh: blocks human STK33 kinase activity; purified STK33, MBP phosphorylation, ADP-Glo luminescence; actives 0.073% (n = 320,000); inhibition, % at 10 µM;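 active = inhibition at or above 25%, using the most active replicate where run in duplicate; inactive = inhibition below 25%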
# Target sequence (Q9BYT3 whole entry, looked up): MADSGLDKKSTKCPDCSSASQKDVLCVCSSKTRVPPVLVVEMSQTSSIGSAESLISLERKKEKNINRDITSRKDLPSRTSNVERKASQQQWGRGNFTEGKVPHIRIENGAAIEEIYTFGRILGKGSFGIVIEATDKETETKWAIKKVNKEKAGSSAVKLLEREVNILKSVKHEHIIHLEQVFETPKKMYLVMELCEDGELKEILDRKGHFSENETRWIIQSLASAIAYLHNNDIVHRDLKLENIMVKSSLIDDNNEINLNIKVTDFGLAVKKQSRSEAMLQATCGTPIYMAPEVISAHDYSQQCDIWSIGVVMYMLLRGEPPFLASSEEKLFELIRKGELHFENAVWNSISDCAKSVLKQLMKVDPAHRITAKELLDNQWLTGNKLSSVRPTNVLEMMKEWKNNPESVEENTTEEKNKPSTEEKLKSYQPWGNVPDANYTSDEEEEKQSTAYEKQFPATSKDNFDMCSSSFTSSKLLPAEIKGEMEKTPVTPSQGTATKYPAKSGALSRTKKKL
# Kir21 inh: blocks the mouse Kir2.1 inward-rectifier potassium channel | HEK293-Kir2.1, FluxOR thallium flux fluorescence; active compounds read low | B-score at 10 µM | actives 0.85% (n = 310,000);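 active = fluorescence ratio B-score at or below minus 3 SD of library scores, with starting-brightness B-score within 2 SD, cut at about -4.2 in these data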;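 also: channel flux triggered by added potassium and thallium sulfate stimulus; B-score of peak minus minimum fluorescence over baseline after thallium stimulus; more negative B-score means stronger Kir2.1 block with less thallium influx; some compounds called inactive have numbers as strong as hits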
# Target sequence (P35561 whole entry, looked up): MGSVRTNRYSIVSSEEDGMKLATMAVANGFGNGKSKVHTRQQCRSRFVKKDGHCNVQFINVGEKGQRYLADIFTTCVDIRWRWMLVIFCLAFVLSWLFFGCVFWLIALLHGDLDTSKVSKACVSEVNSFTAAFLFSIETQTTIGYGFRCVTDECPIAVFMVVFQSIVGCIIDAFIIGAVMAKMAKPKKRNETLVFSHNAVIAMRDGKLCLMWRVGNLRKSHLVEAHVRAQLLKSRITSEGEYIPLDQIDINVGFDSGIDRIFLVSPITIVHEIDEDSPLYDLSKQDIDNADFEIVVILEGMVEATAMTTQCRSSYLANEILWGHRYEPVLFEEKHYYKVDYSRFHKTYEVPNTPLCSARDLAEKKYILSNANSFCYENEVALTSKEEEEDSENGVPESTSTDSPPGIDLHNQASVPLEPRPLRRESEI
# Starred values were filed as active, the others as inactive; / = no result given.
SMILES,STK33 inh,Kir21 inh
CCCCc1nc(NCCN)c(C#N)c2c1CSC(C)(C)C2,0.0,-3.3
Cc1ccnn1-c1ccc(C(=O)N2CCCN(S(=O)(=O)c3ccc(F)cc3)CC2)cc1,-0.6,/
N#CC1=C(S)N(c2ccccc2)C(c2ccc(-c3cccc(Cl)c3)o2)NC1=O (stereo not given),2.3,-2.7
CC(C)CC(C(=O)NC(C)(C)C)N(Cc1ccccc1Cl)C(=O)c1snc(C(N)=O)c1N (stereo not given),0.4,-0.48
COc1cc(OC)c(C(=O)NCc2ccco2)cc1OC,-1.1,1.8
C=CCOn1c(=O)c(-c2ccc(Br)cc2)[n+]([O-])c2ccccc21,-1.2,-0.43
CCCN1CCOC(CC(=O)Nc2ccc([N+](=O)[O-])cc2)C1=O (stereo not given),-0.2,-0.6
Oc1ccc(C2=NN(c3ccccc3)C(c3ccc(F)cc3)C2)cc1 (stereo not given),1.2,0.75
Cc1cscc1NC(=O)/C=C/C(=O)O,0.7,-0.78
CCN1CCN(c2ccc(S(=O)(=O)N3CCOCC3)cc2NC(=O)c2ccc(C)cc2C)CC1,0.8,/
CCOC(=O)c1cn2nc(Oc3ccc(NC(C)=O)cc3)ccc2n1,0.8,0.6
CCCc1nnc(NC(=O)CC(=O)Nc2ccccc2C(=O)O)s1,-0.2,2
COc1cc(OC)cc(C(=O)N2CCC(N3CCN(c4ccccc4OC)CC3)CC2)c1,2.7,0.62
Cc1nc(N2CCOCC2)c2cc(-c3ccccc3)sc2n1,1.2,-1
CCn1c(=O)c2cc(C(=O)Nc3ccc(OC)cc3OC)sc2c2ccccc21,-2.1,0.4
CSCC[C@H](NC(=O)COc1cc2c(c3oc(=O)c(C)c(C)c13)CCC(C)(C)O2)C(=O)O,-2.1,0.22
CCOc1cc(/C=N/N=C2/NC(=O)C(CC(=O)O)S2)ccc1OCc1ccccc1Cl (stereo not given),0.5,1.2
O=C1CC(c2cccs2)CC(O)=C1C=NCCN1CCNCC1 (stereo not given),-2.5,-0.42
COc1cccc(-n2nnnc2SCC(=O)Nc2ccccc2OC)c1,-0.6,0.18
COc1ccc(/C=C(/NC(=O)c2ccc(OC)c(OC)c2)C(=O)NCCCn2ccnc2)cc1,-1.2,0.19
COc1ccc2c(c1)N(C(=O)CSc1n[nH]c(C)n1)C(C)(C)C=C2C,-0.8,-0.01
Cn1c(C(=O)OC(C(=O)NC2CCCC2)c2ccncc2)cc2sccc21 (stereo not given),-1.0,2
O=C(c1cccc(C(F)(F)F)c1)N1CCN(S(=O)(=O)c2ccc(Cl)s2)CC1,-1.3,0.31
Cc1cccc(/C=N/NC(=O)c2cc3c(s2)-c2ccccc2CC3)c1,-0.1,/
CCCCC1CCC(C(=O)N(CC(C)C)c2c(N)n(CCCC)c(=O)[nH]c2=O)CC1 (stereo not given),0.1,0.46
O=C(Nc1cc(S(=O)(=O)N2CCOCC2)ccc1Cl)C1CCC1,-2.6,-1
O=c1ccc(-c2ccc(S(=O)(=O)N3CCN(c4cccc(Cl)c4)CC3)o2)n[nH]1,-0.7,-0.05
CCOC(=O)c1c(C2COc3ccccc3O2)csc1NC(=O)c1ccco1 (stereo not given),0.6,1.3
CCOC(=O)c1c(NC(=O)COC(=O)c2ccc(Cl)nc2)sc(C(=O)N(C)C)c1C,-0.3,1.4
CCOC(=O)C1=C(C)N=C2SCCC(=O)N2C1c1cccs1 (stereo not given),-1.1,-0.05
CCC(CC)NC(=O)Cn1c(C(C)NC(C)=O)nc2ccccc21 (stereo not given),-0.3,-0.67
COc1ccc(-c2nc(CS(=O)CC(=O)NCc3ccccc3)c(C)o2)cc1OC (stereo not given),1.1,0.84
COc1ccc(OC)c(C(c2c(C)[nH][nH]c2=O)c2c(C)[nH][nH]c2=O)c1,0.0,-0.31
CN(C)CCn1c2c(c(SCC(=O)Nc3cccc4ccccc34)nc1=O)CCC2,-0.1,0.42
CCN1CCN(S(=O)(=O)c2ccc(OC)c(NC(=O)c3ccccc3F)c2)CC1,-0.2,-0.07
CN1CCN(c2ccc(C(=O)c3ccccc3)cc2[N+](=O)[O-])CC1,1.3,1.1
CC(C)(O)C#Cc1ccc(C(=O)Nc2ccc3c(c2)OCO3)s1,-3.4,0.33
CCCCCCCC1=CC2=CC(=O)C(C)(OC(C)=O)C(=O)C2=CN1CCc1ccccc1 (stereo not given),1.1,0.29
CCc1ccccc1C1C(=O)c2ccccc2C1=O,-0.4,0.57
COc1cc(NC(=O)COc2ccc3c(C)cc(=O)oc3c2C)cc(OC)c1OC,1.1,-0.65
COc1ccc(NC(=S)N/C(=N/S(=O)(=O)c2ccc(C)cc2)c2ccccc2)cc1,0.2,0.13
CCN(CC)c1ccc(S(=O)(=O)Nc2cc(Cl)ccc2Cl)cc1NC(=S)NC(=O)C1CCCC1,-2.7,-1.2
Cc1c(NC(=S)NC(=O)C2CCCCC2)c(=O)n(-c2ccccc2)n1C,0.2,2
Oc1ccc(Cl)cc1CNc1nccs1,-0.4,-0.44
CC(C)/C=N/Nc1nc2c(c(=O)n(C)c(=O)n2C)n1C,-0.2,-0.72
C/C(O)=C\c1nc(=O)c2c(C)cc(C)nc2n1-c1ccccc1,-1.8,-0.41
CC1CCCCN1Cc1c(O)ccc2c(=O)c(-c3ccc(Br)cc3)coc12 (stereo not given),/,-0.44
COC(=O)c1ccc(NC(=O)C2CCCN(S(C)(=O)=O)C2)cc1 (stereo not given),-0.5,-0.01
CC(NC(=O)c1cc(COc2c(F)cccc2F)on1)c1cnn(-c2ccccc2)c1 (stereo not given),0.1,1.7
CN(C)c1nc(Cl)nc(NCCOc2ccccc2)n1,-0.9,1.1

# In another format: results already given
structure: CC1CCCCN1Cc1c(O)ccc2c(=O)c(-c3ccc(Br)cc3)coc12 (stereo not given)
  STK33 inh: /	Kir21 inh: -0.44

structure: Cc1c(NC(=S)NC(=O)C2CCCCC2)c(=O)n(-c2ccccc2)n1C
  STK33 inh: 0.2	Kir21 inh: 2

structure: COc1ccc(NC(=S)N/C(=N/S(=O)(=O)c2ccc(C)cc2)c2ccccc2)cc1
  STK33 inh: 0.2	Kir21 inh: 0.13

# The listing continues.
SMILES,STK33 inh,Kir21 inh
CN(CC(=O)Nc1ccc(OC(F)(F)F)cc1)C(=O)Cn1c(=O)cnc2ccccc21,0.4,/
COc1ccc(S(=O)(=O)N2CCN(c3ccccc3OC)CC2)cc1OC,-2.2,-0.35
COc1ccc(C(=O)N/N=C\c2coc3ccc(C)cc3c2=O)cc1,-0.7,1
O=C(NC(=S)NCCC1=CCCCC1)c1ccco1,0.0,1.2
COC12NC(=O)N(C)C1(OC)C(=O)N(C)C(=O)N2C (stereo not given),-0.6,1.6
Cc1sc2nc(SCC(=O)NCCO)n(C)c(=O)c2c1C,0.4,2
COc1ccc(N2CCN(CC(=O)NC(=O)NCc3ccccc3)CC2)cc1,0.3,/
COc1ccc(-c2cc(C(=O)N3CCN(c4ccccc4O)CC3)c3ccccc3n2)cc1,-1.0,/
C/C(CC(O)(/C=N/O)c1ccccc1)=N\O (stereo not given),-1.2,-1.7
O=c1c2ccccc2cnn1Cc1n[nH]c(=S)n1-c1ccc(F)c(Cl)c1,-1.7,-1.6

# Molecules above containing an NH in an aromatic ring (five):
SMILES,STK33 inh,Kir21 inh
COc1ccc2c(c1)N(C(=O)CSc1n[nH]c(C)n1)C(C)(C)C=C2C,-0.8,-0.01
CCCCC1CCC(C(=O)N(CC(C)C)c2c(N)n(CCCC)c(=O)[nH]c2=O)CC1 (stereo not given),0.1,0.46
O=c1ccc(-c2ccc(S(=O)(=O)N3CCN(c4cccc(Cl)c4)CC3)o2)n[nH]1,-0.7,-0.05
COc1ccc(OC)c(C(c2c(C)[nH][nH]c2=O)c2c(C)[nH][nH]c2=O)c1,0.0,-0.31
O=c1c2ccccc2cnn1Cc1n[nH]c(=S)n1-c1ccc(F)c(Cl)c1,-1.7,-1.6

# Other records:
SMILES,STK33 inh,Kir21 inh
O=C(c1cccs1)N1CCN(Cc2nc3ccccc3c(=O)[nH]2)CC1,-0.9,-0.02
O=S(=O)(c1ccc(Cl)cc1)N1CCC(O)(CN2CCN(Cc3ccccc3)CC2)CC1,-1.9,-5.4*
O=c1cc(CNC2CCCCC2)c2ccccc2[nH]1,-0.5,0.01
Cc1cccc(N2CN(Cc3cccnc3)CNC2=S)c1C,1.1,-0.02
O=C(CCNS(=O)(=O)c1ccccc1)NCCCSc1ccccc1,-1.8,-0.13
CCCCNC(=O)N1CCN(c2ccccc2OCC)CC1,-1.6,1.1
CN1CCC(=O)N([C@H](COc2ccccc2)Cc2ccccc2)CC1,-1.7,-1.4
Oc1ccccc1N=Nc1nc(-c2ccccc2)c(-c2ccccc2)[nH]1,-1.4,-0.06
CC(C)CC(=O)Nc1ccc2oc(-c3cccnc3)nc2c1,0.6,0.53
COc1ccc(-c2onc3ccc(C(=O)/C=C/N(C)C)cc23)cc1,31*,-0.19
NC(=O)CSc1c[nH]c2ccccc12,-1.2,0.12
O=C(CC1C(=O)NCCN1Cc1ccccc1C(F)(F)F)NCCN1CCOCC1 (stereo not given),0.9,-0.67
Cc1cc(NC(=O)C2CC(=O)N(c3cccc(Cl)c3)C2)no1 (stereo not given),0.4,0.8
COc1ccccc1NC(=O)CSc1nccc(=O)[nH]1,0.4,1.1
Cc1cc(=O)c2n(Cc3ccccc3Cl)nc[n+]2[nH]1,-2.1,1.9
O=C(N/N=C\C=C\c1ccc(Br)cc1)c1ccc2c(c1)OCO2,-0.5,-0.84
CCCc1nc(SCC(=O)N2CCC(Cc3ccccc3)CC2)c2c(=O)n(C)c(=O)n(C)c2n1,0.4,-0.4
Cc1ccc(Nc2nc(N)nc(CCl)n2)c(C)c1,-1.2,1.5
O=C(NCc1ccco1)C1CCN(S(=O)(=O)c2ccc(-n3cnnn3)cc2)CC1,1.9,0.15
Cc1ccccc1NC(=O)C12CC3CCC1(C)C3(C)CO2 (stereo not given),-0.9,-0.74
Cc1ccc(C)c(NC2=CC(=O)CC(C)(C)C2)c1C#N,0.0,1.5
CC1=C(C(=O)Nc2ccc(C)cc2)C(c2ccc(C)o2)C2=C(CC(C)(C)CC2=O)N1 (stereo not given),0.2,-0.11
Cc1cc(C)n(-c2cccc(Cl)c2C#N)n1,0.3,0.09
COc1ccccc1CNC(=O)C(NS(=O)(=O)c1ccc2c(c1)oc(=O)n2C)C(C)C (stereo not given),0.1,0.07
CC(C)(C)CN1C(=O)C(=O)NC[C@H]1Cc1cccc2ccccc12,-1.6,-0.37
COc1ccc(C(CC(=O)O)NC(=O)OC(C)(C)C)cc1 (stereo not given),1.0,0.71
CCN(Cc1ccccc1)C(=O)Cn1c(C(C)O)nc2ccccc21 (stereo not given),-0.6,-0.27
N/C(=N\OC(=O)c1cccc2ccccc12)c1cccc([N+](=O)[O-])c1,0.9,1.8
Cc1csc(SCC(=O)Nc2ccccc2[N+](=O)[O-])n1,0.5,1.6
COCCCNC(=O)c1c(N)n(-c2ccccc2)c2nc3ccccc3nc12,1.4,-0.44

# Reformatted as tab-separated lines: 3 of the compounds above
molecule	STK33 inh	Kir21 inh
O=C(Nc1cc(S(=O)(=O)N2CCOCC2)ccc1Cl)C1CCC1	-2.6	-1
O=c1ccc(-c2ccc(S(=O)(=O)N3CCN(c4cccc(Cl)c4)CC3)o2)n[nH]1	-0.7	-0.05
CCOC(=O)c1c(C2COc3ccccc3O2)csc1NC(=O)c1ccco1 (stereo not given)	0.6	1.3

# Continuation.
SMILES,STK33 inh,Kir21 inh
COc1ccc(-c2[nH]c(-c3cccc(OC)c3)nc2SCC(=O)NCc2ccco2)cc1,-0.8,/
COc1ccc(NC(=O)CC2C(=O)N(C)C(=S)N2CCc2ccccc2F)cc1 (stereo not given),-0.8,-1.4
O=C(NC(=S)Nc1ccc(CN2CCCCC2)cc1)c1cccc(OCc2ccccc2)c1,3.6,1.6
Cc1cccc(N=C2Sc3nc4c(C)c(C)ccc4cc3CN2CCN2CCOCC2)c1,-1.4,-0.93
CSCCC(NS(=O)(=O)c1ccc(Cl)cc1)C(=O)O (stereo not given),-1.9,1.2
CCN1c2cccc3cccc(c23)S1(=O)=O,2.8,-0.61
Clc1ccc(N=c2ssnc2Cl)nc1,1.2,0
COc1ccc(NS(=O)(=O)c2ccc(C)c(C(=O)NCc3cccnc3)c2)cc1,-1.7,0.57
CCOc1ccc(-c2nc(N)nc(C)c2-c2ccc(Cl)cc2)c(O)c1,-1.0,0.66
O=C(c1ccccc1-n1cccn1)N1CCc2c([nH]c3ccccc23)C1c1ccccn1 (stereo not given),-2.7,0.67
CCOC(=O)N1CCN(CCC(=O)Nc2cc(C)ccc2OC)CC1,-0.6,-0.5
NNC(=O)C1CC1(c1ccccc1)c1ccccc1 (stereo not given),-0.9,-0.66
C/C(=N\N1CCN(c2ccccc2)CC1)c1cccs1,-1.3,-0.62
CCCCOc1ccc(C(=O)NCC(=O)NCC(c2cccs2)N2CCOCC2)cc1 (stereo not given),-1.8,/
CCc1nnc(NC(=O)CCC(=O)NC2CC2)s1,-0.1,0.34
CCC(C)[C@H](NC(=O)N1CC(=O)Nc2ccccc21)C(=O)N[C@H](C(=O)O)c1ccccc1 (stereo not given in full),1.6,-0.07
COc1ccccc1C(=O)Nc1nnc(-c2ccc(F)cc2)s1,-1.7,-1.4
COc1ccc(CN(C(=O)c2snc(C(N)=O)c2N)C(C)C(=O)NCc2ccc(F)cc2)cc1 (stereo not given),-0.5,0.99
O=C(C1CCN(Cc2ccccc2)CC1)N1CCN(C/C=C/c2ccccc2)CC1,-2.5,0.79
CCc1nc(SCC(=O)Nc2ccccc2)c2c(=O)n(C)c(=O)n(C)c2n1,1.2,-0.04
CCOc1ccccc1C(=O)NC1CCN(Cc2ccccc2)CC1,-0.7,0.88
COc1ccc(C(CC(=O)Nc2cc(OC)cc(OC)c2)n2cccc2)cc1 (stereo not given),-0.6,-1.4

# 3 entries already listed, arranged by formula weight, low to high:
SMILES,STK33 inh,Kir21 inh
NNC(=O)C1CC1(c1ccccc1)c1ccccc1 (stereo not given),-0.9,-0.66
CCOc1ccccc1C(=O)NC1CCN(Cc2ccccc2)CC1,-0.7,0.88
CCOC(=O)N1CCN(CCC(=O)Nc2cc(C)ccc2OC)CC1,-0.6,-0.5

# Screening data deposited in PubChem by several laboratories.
